PMI act – activators of human PMI, primary screen, biochemical, fluorescence intensity, near-Km mannose 6-phosphate | purified human PMI, coupled resazurin fluorescence, 20 min; active compounds read high; 1 = vehicle control, 0 substrate-free wells | activation factor at 20 µM | hit rate 0.005% among 190,000;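 active = activation factor of 2 or more at 20 µM, relative to plate controls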
Target sequence (P34949 whole entry, looked up): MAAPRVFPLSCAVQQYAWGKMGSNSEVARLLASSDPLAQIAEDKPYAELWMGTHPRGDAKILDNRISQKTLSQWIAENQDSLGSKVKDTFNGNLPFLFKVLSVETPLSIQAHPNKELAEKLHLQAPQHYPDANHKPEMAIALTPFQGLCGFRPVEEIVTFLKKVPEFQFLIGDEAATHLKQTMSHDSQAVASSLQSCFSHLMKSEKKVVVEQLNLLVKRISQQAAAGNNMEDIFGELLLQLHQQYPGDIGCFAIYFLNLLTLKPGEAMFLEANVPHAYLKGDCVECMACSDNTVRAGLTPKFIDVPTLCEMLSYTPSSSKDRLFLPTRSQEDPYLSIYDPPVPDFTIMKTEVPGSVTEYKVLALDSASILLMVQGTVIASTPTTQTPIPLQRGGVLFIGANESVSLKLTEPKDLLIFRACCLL
PMI act satM6P – human PMI activators, high substrate, primary screen, biochemical, fluorescence intensity, near-saturating mannose 6-phosphate; Mannose-6-phosphate isomerase (Homo sapiens), P34949; coupled PMI enzyme assay, resazurin fluorescence, 20 min; active compounds read high; 1 = untreated enzyme, 0 = substrate-free blank; activation factor at 20 µM; hit rate 0.34% among 190,000;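 active = activation factor of 2 or more at 20 µM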
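Test system: Human PMI in coupled enzyme assay | Input: 15 ng/mL PMI | Medium: HEPES-buffered pH 7.4 with magnesium and detergent | Compound: One concentration, 20 µM, in 1% DMSO | Incubation: Enzyme reaction with compound 20 min at room temperature | Detection: Diaphorase-driven resazurin-to-resorufin fluorescence, excitation 544, emission 590 nm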
Diaph inh CS – diaphorase inhibitors and chemical oxidizers, primary screen, counter-screen for diaphorase-coupled primary assays, biochemical, uHTS, resorufin fluorescence; inhibition, % at 20 µM; AID 1217, 2008; hit rate 0.69% among 190,000; diaphorase resazurin-to-resorufin fluorescence, NADH, 16 min; bacterial (C. kluyveri) enzyme, not human;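 active = primary screen inhibition at 20 µM above a set limit, cut at about 50% in these data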;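 also: plate controls were DMSO with full reaction for no effect and wells lacking NADH for full effect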
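controls = No-NADH positive control and DMSO neutral control | system = Clostridium kluyveri diaphorase enzyme | timing = reaction incubation of 16 min at room temperature | signal = resorufin fluorescence 544/590 nm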
G6PDH CS – L. mesenteroides G6PDH inhibitors, counter-screen for G6PDH-coupled screening assays, biochemical, Leuconostoc mesenteroides enzyme | glucose-6-phosphate dehydrogenase [Leuconostoc mesenteroides] | Purified L. mesenteroides G6PDH, diaphorase/resazurin coupled fluorescence, 45 min | inhibition, % at 5 µM | hit rate 0.12% among 200,000 | AID 1020, 2008; in the data active = inhibition above about 50%
FLuc act counter – FLuc activators, initial screening, artefact control for FLuc-dependent activation tests, biochemical, ATPlite luminescence. Luciferin 4-monooxygenase (Photinus pyralis), P08659. ATPlite luciferase biochemical, 10 min; 0 = ATP-free wells, 1 = DMSO control. activation factor at 10 µM. 200,000 tested, under 10 active. AID 1027, 2008;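 active = luciferase activation factor, scaled between plate controls, of at least 2 with compound at 10 µM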
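Assay system: Luciferase/luciferin detection reagent, cell-free biochemical luciferase assay / Also added: ATP substrate / Schedule: 10 min at ambient temperature / Measured by: luminescence measurement of luciferase light output / Benchmarks: low control with PBS replacing ATP, high control enzyme plus ATP without compound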
TNAP inh hi DEA – human TNAP enzyme inhibitors, primary screen, biochemical, luminescent, high phosphate acceptor level, uHTS; inhibition, % at 20 µM; hit rate 0.03% among 200,000; AID 1135, 2008; purified TNAP, CDP-star luminescence, 1 M DEA; Alkaline phosphatase, tissue-nonspecific isozyme (Homo sapiens), P05186;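 active = over 50% inhibition of tissue-nonspecific alkaline phosphatase at 20 µM in the single-dose screen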;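 also: plate controls were DMSO wells for no effect and EDTA-quenched wells as full inhibition for full effect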
Target sequence (P05186 whole entry, looked up): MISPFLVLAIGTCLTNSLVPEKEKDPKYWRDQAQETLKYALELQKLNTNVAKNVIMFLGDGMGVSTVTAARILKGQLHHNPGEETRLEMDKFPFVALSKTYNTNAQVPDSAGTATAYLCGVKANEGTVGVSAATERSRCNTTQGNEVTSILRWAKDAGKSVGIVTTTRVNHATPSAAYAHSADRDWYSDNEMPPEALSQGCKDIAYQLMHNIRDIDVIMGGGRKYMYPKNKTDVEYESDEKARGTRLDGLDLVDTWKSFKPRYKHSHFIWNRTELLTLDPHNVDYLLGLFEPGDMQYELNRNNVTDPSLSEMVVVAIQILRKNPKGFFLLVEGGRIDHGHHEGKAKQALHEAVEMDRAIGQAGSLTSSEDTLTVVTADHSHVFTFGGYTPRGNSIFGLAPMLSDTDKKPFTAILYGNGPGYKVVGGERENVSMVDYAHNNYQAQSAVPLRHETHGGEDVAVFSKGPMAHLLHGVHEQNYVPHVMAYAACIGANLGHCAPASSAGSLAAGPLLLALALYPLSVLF
TNAP act hi DEA – TNAP activators at high phosphate acceptor level, primary screen, biochemical, luminescence, uHTS | purified TNAP, CDP-star luminescence, 1 M DEA, 30 min; active compounds read high; 0 = EDTA background, 1 = DMSO-only activity | activation factor at 20 µM | 200,000 tested, under 10 active | AID 1136, 2008;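 active = activation factor at least 2 at 20 µM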
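Dosing: 20 µM single point. System: human TNAP. Amount: TNAP 1/800 final. Incubation: 30 min, room temperature. Read-out: TNAP activation factor scaled between EDTA and DMSO control wells. Signal: luminescence from CDP-star hydrolysis. Medium: 1 M DEA, pH 9.8, Mg2+, Zn2+. Control set: EDTA negative control, DMSO positive control.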
Efa HMGR inh – inhibitors of E. faecalis class II HMGR, primary screen, biochemical, Enterococcus faecalis; HMG-CoA reductase (Enterococcus faecalis, mvaE); inhibition, % at 10 µM; purified E. faecalis HMGR, NADPH absorbance 340 nm kinetic; hit rate 0.41% among 190,000;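 active = inhibition above a set limit, the median over all tested compounds plus 3 SD, cut at about 9.5% in these data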;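 also: enzyme runs in reverse so mevalonate oxidation gives rising NADPH absorbance; 0% = complete reaction with DMSO and 100% = background rate lacking mevalonate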
TNAP inh no acc – human TNAP enzyme inhibitors, primary screen, biochemical, luminescent, no phosphate acceptor, uHTS | Alkaline phosphatase, tissue-nonspecific isozyme (Homo sapiens), P05186 | inhibition, % at 20 µM | hit rate 0.26% among 200,000 | purified TNAP, CDP-star luminescence, 30 min | AID 1012, 2008;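 active = tissue-nonspecific alkaline phosphatase inhibition above about 50% at 20 µM in the single-dose screen, limit read from the data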;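 also: 0% = DMSO negative control and 100% = EDTA positive control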
Diaph act CS – compounds boosting diaphorase resazurin reduction – biochemical, uHTS, resorufin fluorescence, counter-screen for diaphorase-coupled primary assays, primary screen; Diaphorase/resazurin coupled assay, 16 min; active compounds read high; 1 = vehicle wells, 0 = NADH-free wells; activation factor at 20 µM; hit rate 0.005% among 190,000; AID 1229, 2008;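 active = diaphorase activity raised at least twofold by the compound at 20 µM; inactive = activation factor below 2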
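Material: bacterial diaphorase enzyme (C. kluyveri); amount: enzyme 0.07 U/mL final; reagent: NADH substrate 0.114 mM plus resazurin dye 0.1 mM, final; doses: single compound dose of 20 µM, 1% DMSO final; timing: 16 min enzyme reaction, ambient temperature; measured by: fluorescence of resorufin, 544 nm excitation, 590 nm emission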
The depositor's hits bear a star; . = not tested or not shown.

SMILES	PMI act	PMI act satM6P	Diaph inh CS	G6PDH CS	FLuc act counter	TNAP inh hi DEA	TNAP act hi DEA	Efa HMGR inh	TNAP inh no acc	Diaph act CS
COc1ccccc1N1CCN(C(=O)c2c(-c3c(Cl)cccc3Cl)noc2C)CC1	0.9	0.9	5.1	-8.8	1	-1.8	1	-2.1	-3.5	0.9
O=C(N/C=C/c1ccccc1)Nc1ccc(Cl)cc1	0.9	0.9	13.2	13.2	0.9	-4.4	1	-1.5	-5.1	0.9
CCOc1ccc(-c2noc(=O)[nH]2)cc1	1	1	8.3	-1.5	1	-5.2	1.1	-3.0	-15.4	0.9
COc1ccc(NC(=O)CN(Cc2ccccc2)S(C)(=O)=O)cc1OC	0.9	0.6	25.9	3.3	1.1	-3.6	1	-3.7	-4.4	0.7
COC(=O)c1coc(-c2ccc(C)cc2)c1C(=O)OC	1	1	6.7	9.8	0.9	4.4	1	-1.4	-6.5	0.9
CCn1cc(C2N3CC4(C)CN2CC(C)(C3)C4=O)c2ccccc21 (stereo unspecified)	1	0.9	16.0	-1.1	1	0.3	1	0.1	-1.5	0.8
O=C1NC2(CCCCC2)Oc2ccccc21	1	1.1	-8.4	4.2	1	-8.7	1.1	1.5	-12.5	1.1
Fc1ccc(CNCc2ccccc2Cl)cc1	1.1	1.2	7.4	6.9	1.1	-4.7	1	-1.9	-12.6	0.9
O=C(CCN1C(=O)c2ccccc2C1=O)Nc1sc2c(c1C(=O)NCc1ccco1)CCCC2	1	1	6.1	-5.3	1	-0.6	1	-1.9	-0.1	0.9
CCCC1(C(=O)OC)NC(c2ccc(OC)c(OC)c2)C2C(=O)N(c3ccc4c(c3)OCO4)C(=O)C21 (stereo unspecified)	0.8	0.9	16.8	16.7	1	-2.2	1	-0.3	-5.7	0.8
Cc1sc2nc(COC(=O)C(NC(=O)c3ccc(Cl)cc3Cl)C(C)C)[nH]c(=O)c2c1C (stereo unspecified)	1	1	17.5	0.7	1	-2.1	1	3.2	-9.1	0.8
COc1ccc(S(=O)(=O)n2oc(=O)cc2-c2ccccc2)cc1	1	1	21.0	1.8	1.1	-4.7	1	-2.0	-8.3	0.8
CCn1c(COc2ccccc2C)nnc1SCC(=O)CC(=O)Nc1ccccc1OC	0.9	1	12.2	-1.6	1	-2.6	1	-3.2	-6.6	0.9
Cc1ccccc1CSc1nc(-c2ccccc2)cc(=O)[nH]1	0.9	1	12.7	-8.7	1.1	-2.1	1	-2.6	2.7	0.9
COc1ccc(NC(=S)NC(NC(=O)c2ccccc2Cl)C(Cl)(Cl)Cl)c([N+](=O)[O-])c1 (stereo unspecified)	0.8	0.9	28.8	-3.7	1	12.8	0.9	-1.5	14.0	0.7

Structures from the list above with a furan ring, fused or not:
SMILES	PMI act	PMI act satM6P	Diaph inh CS	G6PDH CS	FLuc act counter	TNAP inh hi DEA	TNAP act hi DEA	Efa HMGR inh	TNAP inh no acc	Diaph act CS
COC(=O)c1coc(-c2ccc(C)cc2)c1C(=O)OC	1	1	6.7	9.8	0.9	4.4	1	-1.4	-6.5	0.9
O=C(CCN1C(=O)c2ccccc2C1=O)Nc1sc2c(c1C(=O)NCc1ccco1)CCCC2	1	1	6.1	-5.3	1	-0.6	1	-1.9	-0.1	0.9

Additional entries
SMILES	PMI act	PMI act satM6P	Diaph inh CS	G6PDH CS	FLuc act counter	TNAP inh hi DEA	TNAP act hi DEA	Efa HMGR inh	TNAP inh no acc	Diaph act CS
Cc1nnc(NC(=O)CC(NC(=O)C(F)(F)F)c2ccccc2)s1 (stereo unspecified)	1	1	0.3	-14.5	1.1	0.9	1	1.6	0.8	1
COc1cc(C(=O)Nc2ccc(-c3nnc(-c4ccco4)o3)cc2)cc(OC)c1OC	0.9	1	6.6	1.4	1.1	-0.8	1	-6.7	-7.5	0.9
CCOCc1c(C(=O)NC2CCCCCC2)oc2ccccc12	1.1	1	6.3	-4.7	1.1	-0.9	1	-1.7	-9.7	0.9
O=C(/C=C/c1ccc2c(c1)OCO2)N1CCOCC1	1	1	4.1	4.7	0.9	-6.1	1.1	-4.1	-14.9	1
CCCC(=O)NC(c1ccc(N(C)C)cc1)c1c(O)ccc2ccccc12 (stereo unspecified)	0.8	0.5	12.9	19.5	1.1	-1.8	1	-1.4	-6.2	0.9
CCOc1ccc(CNC(=O)c2ccc(Sc3ccc(C)cc3)c(NC(C)=O)c2)cc1OC	0.9	1	4.1	-3.8	1	-5.4	1.1	0.9	-2.7	1
O=C(Cn1nnc2c(cnn2-c2ccc(F)cc2)c1=O)c1ccccc1F	0.9	0.9	16.6	-14.5	1.1	-6.0	1.1	2.9	-4.1	0.8
CCOC(=O)CN(C#N)c1nc(N(C)C)nc(N(C)C)n1	1.2	1.2	-6.0	5.8	1.1	-3.7	1	-3.9	0.2	1.1
COc1cc(O)c2c(=O)cc(-c3ccccc3)oc2c1	1.1	1.1	0.1	11.1	1	-5.0	1.1	-2.7	-8.7	1
COC(=O)C1=C(C)N(Cc2ccco2)C(=O)/C1=C\c1ccc([N+](=O)[O-])cc1	1.2	1.2	24.5	-0.6	1.1	5.5	0.9	10.1*	5.3	0.8
CCS(=O)(=O)CCn1c([N+](=O)[O-])cnc1C	1	1	10.4	6.9	1.1	-3.6	1	13.6*	-13.5	0.9
CCN1CCN(C(=O)c2cc3cc([N+](=O)[O-])ccc3oc2=O)CC1	1	1	5.4	1.7	1	13.8	0.9	3.1	10.3	0.9
CC(C)(C)c1ccc(C(=O)CCCSC2=C(C#N)C(c3ccco3)C3=C(CCCC3=O)N2)cc1 (stereo unspecified)	0.9	1	13.0	8.6	1	0.9	1	-1.3	-4.2	0.9
O=C(CSc1nnnn1C1CCCC1)Nc1ccc(F)cc1	1.1	1.1	7.7	6.2	1.1	-6.5	1.1	2.8	-3.6	0.9
Cc1ccc2nc(N3CCN(Cc4ccc(F)cc4)C3=O)c(C)cc2c1	0.9	0.9	20.1	4.4	1.1	-11.8	1.1	.	-6.2	0.8

Some entries already given, showing only PMI act satM6P:
| Structure | PMI act satM6P |
| --- | --- |
| O=C(/C=C/c1ccc2c(c1)OCO2)N1CCOCC1 | 1 |
| Cc1ccc2nc(N3CCN(Cc4ccc(F)cc4)C3=O)c(C)cc2c1 | 0.9 |
| CCOc1ccc(CNC(=O)c2ccc(Sc3ccc(C)cc3)c(NC(C)=O)c2)cc1OC | 1 |

Additional entries
SMILES	PMI act	PMI act satM6P	Diaph inh CS	G6PDH CS	FLuc act counter	TNAP inh hi DEA	TNAP act hi DEA	Efa HMGR inh	TNAP inh no acc	Diaph act CS
C=CCN1C(=O)C(Cc2ccc(OC)cc2)S/C1=N\N=C\c1cccs1 (stereo unspecified)	1	1	8.3	1.0	1	-1.1	1	-4.1	-16.0	0.9
Cc1cccc(C)c1OC(=O)C(c1ccccc1)c1ccccc1	0.9	0.8	24.9	0.4	1.1	-5.7	1.1	-1.4	-8.2	0.8
Cc1cc2cc(CNC(=O)c3ccc(C)c([N+](=O)[O-])c3)ccc2[nH]1	1	1	6.8	13.0	1	-1.1	1	-0.8	-7.7	0.9
O=C(c1cc(=O)[nH]c2ccccc12)N1CCN(c2cccc(C(F)(F)F)c2)CC1	1	1	2.7	2.3	1	1.5	1	-2.2	-8.3	1
COc1ccccc1CNC(=O)CN1C(=O)CSc2ccc(S(=O)(=O)N3CCCC3)cc21	0.9	0.9	7.3	10.9	1	1.2	1	3.3	-2.4	0.9
CCOC(=O)c1cc2c(=O)n3ccccc3nc2n(Cc2ccccc2)c1=N	0.9	0.9	15.3	-32.2	1.1	-2.6	1	0.5	-1.8	0.8
COC(=O)c1ccc(Oc2nc(N3CCCCC3)nc(N3CCOCC3)n2)cc1	0.9	1	9.4	-19.1	1	-0.3	1	0.2	-9.9	0.9
O=C(Cc1ccccc1)N/N=C/c1ccc(-c2ccc([N+](=O)[O-])cc2)o1	0.8	0.9	12.8	-14.5	1.1	9.6	0.9	-0.2	5.6	0.9
CC(C)(C)SCCNC(=O)CSCc1ccc([N+](=O)[O-])cc1	0.9	0.9	1.1	4.3	1	-1.0	1	-5.5	-0.4	1
O=C(O)C1CCC(=O)N1Cc1ccccc1Cl (stereo unspecified)	0.9	0.9	10.0	-0.1	1	0.0	1	-5.9	-7.4	0.9
CC[n+]1c(C)sc2cc(C)ccc21	0.2	0.9	54.4*	7.7	1	-0.6	1	-1.6	24.7	0.5
O=C(COC(=O)/C=C/c1ccc(Cl)cc1)NCCc1ccccc1	1	1	-0.5	7.4	1	-7.0	1.1	-2.8	-11.2	1
CCCCNc1cc(C)oc(=O)c1C(C)=O	1	1	3.0	-4.7	1	2.6	1	-3.2	1.5	1
COc1ccc(C2C(C(=O)c3cccs3)=C(O)C(=O)N2c2nnc(C)s2)cc1OC (stereo unspecified)	1.1	1.6	12.1	7.9	1	-2.7	1	-0.7	2.5	0.9
COc1ccc(CNC(=O)C2CC(c3ccc(OC)cc3)=NO2)cc1 (stereo unspecified)	1.1	1	3.0	0.0	1.1	-4.7	1	-0.9	-3.1	1
COc1ccc(C(O)P(=O)(OC2CCCCC2)c2ccc(N(C)C)cc2)cc1OC (stereo unspecified)	1.1	1	13.0	13.2	1	-2.6	1	-3.4	-6.3	0.9
O=C(O)C1CC(c2ccccc2F)=NO1 (stereo unspecified)	1	1.1	7.5	6.4	1.1	-6.2	1.1	-4.4	-13.1	0.9
CC(C)(C)c1[nH]c2ccccc2c1/C=N/O	1	1	2.6	5.3	1	-1.4	1	0.1	-12.5	1
